# ABHD4 inh – ABHD4 (mouse) inhibition, primary FP screen | AID 720543 | purified mABHD4, FP-Rh probe fluorescence polarization | hit rate 0.54% among 370,000 | inhibition, % at 8.92 µM | Q8VD66;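 active = inhibition exceeding the mean over every tested compound plus 3 SD, cut at about 30% in these data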;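 note: 0% = plate median of compound wells and 100% = S159A mutant with DMSO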
#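 Assay system: mouse ABHD4 enzyme, wild type / Also added: fluorescent activity-based probe FP-Rh / Doses: single nominal dose of 8.92 µM, 0.89% DMSO final / Timing: 45 min compound pre-incubation plus 60 min probe step, 25 °C / Signal: FP readout, ex 525 nm / em 598 nm / Control set: S159A mutant/DMSO as 100%, compound-well median as 0%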
# TCR CD3 inh – human TCR-CD3 binding inhibition; inhibition, % at 9.4 µM; hit rate 0.37% among 360,000; TAMRA-labeled TCR probe fluorescence, biochemical; in the data active = inhibition above about 19%;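 note: recombinant mutant TCR 2C K166C tagged with TAMRA read by polarization; 0% = receptor in buffer alone and 100% = receptor with positive control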
# TDP2 absorb – TDP2 (human) inhibition, absorbance primary screen | recombinant TDP2, T5PNP hydrolysis, p-nitrophenol absorbance 415 nm | inhibition, % at 12.8 µM | hit rate 0.34% among 370,000 | AID 720702;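 active = inhibition above the mean of all tested compounds plus 3 SD, set per campaign, cut at about 25% in these data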;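 note: 0% = DMSO with enzyme and 100% = buffer with substrate but no TDP2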
#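 Material: recombinant human TDP2; quantity: TDP2 enzyme at 120 nM final; medium: Tris-HCl pH 7.5 with MgCl2; compound: single concentration, 12.8 µM nominal, with 1% DMSO; incubation: 2 h enzyme incubation at 37 °C; signal: epi absorbance; measure: percent inhibition; benchmarks: high control without enzyme, low control DMSO plus TDP2; repeats: singlicate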
# PRMT1 inh – inhibitors of human PRMT1; Q99873; recombinant PRMT1, activity-based probe fluorescence polarization; inhibition, % at 2.79 µM; hit rate 1.3% among 370,000;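 active = inhibition above about 21% made by adding two undisclosed values, limit read from the data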
# SIAE primary – inhibitors of human sialic acid acetylesterase SIAE; inhibition, % at 9.66 µM; Q9HAT2; SIAE FP-Rh probe binding, fluorescence polarization; hit rate 0.69% among 370,000;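 active = inhibition above a cutoff: mean of compounds within the control limits plus 3 SD of those, cut at about 17% in these data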;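 note: 0% = plate median of compound wells and 100% = probe without SIAE protein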
# HTRA1 inhibitor – blocks human HTRA1 serine peptidase | inhibition, % at 5.96 µM | recombinant HTRA1, FP-rhodamine activity-based probe, fluorescence polarization | hit rate 0.5% among 340,000 | Q92743 | AID 504803; in the data active = inhibition above about 36%;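 note: 0% = enzyme with DMSO and 100% = wells lacking enzyme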
# Target sequence (Q92743 whole entry, looked up): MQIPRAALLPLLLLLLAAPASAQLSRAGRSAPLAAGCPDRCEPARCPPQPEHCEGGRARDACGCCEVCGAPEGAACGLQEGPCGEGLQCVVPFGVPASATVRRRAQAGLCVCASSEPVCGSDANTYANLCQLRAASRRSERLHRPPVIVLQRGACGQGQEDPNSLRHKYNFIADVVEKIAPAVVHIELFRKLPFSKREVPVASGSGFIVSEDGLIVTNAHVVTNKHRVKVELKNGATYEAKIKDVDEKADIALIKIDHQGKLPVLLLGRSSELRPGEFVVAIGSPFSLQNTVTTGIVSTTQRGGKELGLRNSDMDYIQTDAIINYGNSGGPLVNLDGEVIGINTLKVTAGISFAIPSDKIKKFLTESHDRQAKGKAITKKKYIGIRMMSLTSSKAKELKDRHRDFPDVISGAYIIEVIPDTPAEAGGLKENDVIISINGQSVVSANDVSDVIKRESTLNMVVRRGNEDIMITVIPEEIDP
# rCAG binder – binds r(CAG) RNA repeats | r(CAG) RNA repeat, TO-PRO-1 dye displacement fluorescence | inhibition, % at 3 µM | hit rate 1.3% among 370,000;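 active = inhibition above the plate cutoff, the mean of all test compounds on that plate plus 3 SD, cut at about 35% in these data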;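 note: 0% = DMSO alone and 100% = 100 µM mitoxantrone as full dye displacement; higher means more dye released from RNA so lower well fluorescence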
# LEDGF integ inh – blocks HIV-1 LEDGF/p75-dependent DNA integration. TR-FRET IN-LEDGF/p75 DNA integration, Eu/Cy5. inhibition, % at 3.7 µM. hit rate 0.64% among 370,000. AID 743269;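 active = inhibition above the screen-wide mean plus 3 SD, cut at about 13% in these data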;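 note: signal is the Cy5 over europium emission ratio at 671 and 618 nm; 0% = plate median of compound wells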
# MBD2 DNA inh – MBD2-methylated oligo binding inhibition; hit rate 0.31% among 370,000; inhibition, % at 4.4 µM; Q9UBB5; TR-FRET, MBD2 binding to methylated oligonucleotide; in the data active = inhibition above about 13%
# Target sequence (Q9UBB5 whole entry, looked up): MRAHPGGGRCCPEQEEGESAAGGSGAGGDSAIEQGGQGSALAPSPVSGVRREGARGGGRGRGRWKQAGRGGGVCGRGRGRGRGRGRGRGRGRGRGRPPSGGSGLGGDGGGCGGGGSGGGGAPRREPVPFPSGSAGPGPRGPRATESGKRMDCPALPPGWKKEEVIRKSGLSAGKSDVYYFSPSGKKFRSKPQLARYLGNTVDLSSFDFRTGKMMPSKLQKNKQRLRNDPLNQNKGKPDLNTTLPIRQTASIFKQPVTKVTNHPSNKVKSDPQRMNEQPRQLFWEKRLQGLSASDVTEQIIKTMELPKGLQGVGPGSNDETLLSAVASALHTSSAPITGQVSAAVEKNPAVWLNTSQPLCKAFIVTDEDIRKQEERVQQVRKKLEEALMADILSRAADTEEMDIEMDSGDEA
# NPR2 activator – GC-B (human) receptor activation; P20594; hit rate 0.11% among 370,000; activation, % at 10 µM; HEK293-GC-B cells, CNP EC30, cGMP TR-FRET; 0% at EC30 CNP, 100% saturating CNP;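 active = activation at 10 µM reaching about 35% in either raw or pattern-adjusted values, limit read from the data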
# Numbers without * were called inactive; . = not tested or not shown; & = joins results of further samples.
no.	Structure	ABHD4 inh	TCR CD3 inh	TDP2 absorb	PRMT1 inh	SIAE primary	HTRA1 inhibitor	rCAG binder	LEDGF integ inh	MBD2 DNA inh	NPR2 activator
1	O=C(CN1C(=O)C2C3CCC(C3)C2C1=O)NCc1ccco1 (stereo not given)	-1	2	8	0	0	-3	-4	-2	3	3
2	Cc1ccc(F)cc1C(=O)N1CCOCC1c1cc(C(=O)Nc2ccccc2)no1 (stereo not given)	1	0	-2	-1	-2	.	-1	-1	-1	5
3	CC(C)c1ccc(/C=N/NC(=O)c2ccccn2)cc1	3	6	-2	-5	4	-4	-3	3	-6	-1
4	CCN(C(=O)COC(=O)c1nccnc1N)c1cccc2ccccc12	-3	-10	-1	0	-2	-1	2	0	3	3
5	Cc1sc(NC(=O)c2sc3nc4c(C)cccc4cc3c2N)c(C#N)c1C	-16	-16	-10	31*	-14	-5	68*	8	-5	-11
6	CCOC(=O)Cc1csc(CC(N)=O)n1	-3	6	-12	-4	5	5	1	2	-3	1
7	O=C(CSc1n[nH]c(=O)n1C1CC1)Nc1ccc(F)c(Cl)c1	3	-6	7	2	-1	5	2	0	3	-4
8	Cn1c(=O)c2c(SCc3cccnc3)nc(C3CC3)nc2n(C)c1=O	-3	1	-7	-4	0	-4	2	-4	-1	6
9	COc1ccc(-c2noc(C3CCCN(C(=O)CCc4ccccc4)C3)n2)cc1 (stereo not given)	-3	8	5	0	0	-16	-4	1	4	-4
10	COc1ccc(-n2c(=O)c3ccccc3n(Cc3ccccc3F)c2=O)cc1OC	-10	2	7	-5	4	2	-2	1	-1	25
11	O=C(Nc1ccon1)c1ccc(S(=O)(=O)N2CCCCCC2)cc1	2	-1	1	-1	3	0	-1	4	1	-10
12	Cc1cc(C(=O)Nc2ccc3[nH]ccc3c2)no1	0	-2	12	-5	0	-4	1	0	-2	0
13	CN(CC(=O)NCCCn1ccnc1)S(=O)(=O)c1ccc(Cl)cc1	5	3	-2	1	1	-5	-1	2	1	-1
14	Cc1ccc(C)c(NC(=O)CN(C)C(=O)CCN2C(=O)c3ccccc3C2=O)c1	8	-1	6	-1	5	2	-8	-1	0	3
15	CC1CCc2c(C(=O)Nc3cccc(-c4nn[nH]n4)c3)csc2C1 (stereo not given)	-52	5	4	0	-17	-34	65*	3	1	-1
16	Cc1ccc(-c2csc(NC(=O)CCNC(=O)c3ccccc3Cl)n2)cc1	-7	-2	7	3	-13	-22	1	0	1	-2
17	Cc1c(C(=O)N2CCN(Cc3ccccc3)CC2)sc2ncnc(N3CCOCC3)c12	5	2	-1	-5	-9	4	-4	1	2	1
18	COCCn1c(SCC(=O)NC2CC2)nc2ccccc21	1	-2	-3	-2	-3	9	2	-5	-1	-1
19	C#CCN(C(=O)CC1C(=O)NCCN1C/C=C/c1ccccc1)C1CCCCC1 (stereo not given)	5	-3	-5	2	-1	6	-4	-4	0	1
20	CCn1cc(S(=O)(=O)Nc2ccccc2C(F)(F)F)cn1	6	3	-5	-1	13	-1	5	2	-3	4
21	COCc1ccc(CN2CCCC(CCC(=O)NCc3cccc(OC)c3)C2)o1 (stereo not given)	2	-2	0	0	6	7	-5	-2	-6	-2
22	c1ccc(OCCOc2ncnc3ccccc23)cc1	-1	6	-7	-4	-4	1	-4	0	-3	-8
23	CC(NC(=O)OC(C)(C)C)C(=O)N1CCCC1C(=O)NC(Cc1ccccc1)C(N)=O (stereo not given)	0	-7	5	5	-6	1	-5	-6	0	5
24	Cc1noc(/C=C/c2ccco2)c1S(=O)(=O)N1CCC(C(=O)N2CCc3ccccc32)CC1	-21	-6	-3	7	-9	-30	27	7	4	-4
25	CCN(CC(=O)Nc1c(F)cccc1F)C(=O)Cc1n[nH]c(=O)c2ccccc12	0	-1	1	-3	0	-2	2	5	-2	1
26	O=C(O)CC(Cc1ccc(Cl)cc1)C(=O)NCC12CC3CC(CC(C3)C1)C2 (stereo not given)	-4	5	10	1	3	-1	4	-3	-4	-5
27	O=C(c1ccco1)N1CCN(c2ccc(Cl)cc2)CC1	-5	-6	-9	1	-1	-1	-5	-2	0	-7
28	COc1ccc(C)cc1-n1[nH]nnc1=S	6	5	10	-2	-4	5	1	-2	1	2
29	Cc1cc(F)ccc1NC(=O)c1ccc(NS(=O)(=O)c2cc(C(C)(C)C)ccc2C)cc1	-53	-4	3	1	-14	-68	12	2	-3	3
30	CC(=O)c1ccc(C(=O)N2CCCC(CCC(=O)N(C)CCc3ccccn3)C2)s1 (stereo not given)	4	6	-7	-2	2	7	-6	2	3	-4
31	O=C(O)c1ccc2c(c1)S(=O)(=O)N=C1CCCCCN12	6	3	5	1	-2	0	2	1	2	2
32	COc1ccc2oc(=N)c(C(=O)Nc3ccccc3Cl)cc2c1	2	-2	1	-1	1	-5	5	3	-2	0
33	COc1ccccc1OCCNC(=O)C1CC(=O)N(Cc2ccc(C)cc2)C1 (stereo not given)	3	4	3	-6	12	-3	-4	5	-1	-1
34	COc1cccc(COc2ncnc3sccc23)c1	0	0	16	1	0	3	-3	-2	0	4
35	O=[N+]([O-])c1cc(Cl)cc2c1nc(NCCO)c1ccccc12	1	8	-2	1	-4	-27	18	-2	1	4
36	CN(CC(=O)Nc1ccccc1Cl)C(=O)COC(=O)Cc1ccc(F)cc1	-8	-9	-12	10	-3	-1	-7	-7	5	1
37	O=C(Cc1cccs1)NCCSc1c(-c2ccc(Cl)cc2)[nH]c2ccccc12	-12	-8	0	0	2	-31	6	-2	3	1
38	CC(=O)c1cccc(NS(=O)(=O)c2ccc3c(c2)N(C(C)=O)CCO3)c1	-11	-5	-6	-4	-6	6	2	-5	-5	3
39	COc1cccc(OCC(O)CN2CCN(c3ccccc3)CC2)c1 (stereo not given)	2&-6	-2&2	9&-11	0&0	7&-14	8&-4	-10&-8	0&6	4&3	-2&-1
40	Cc1nc(C2CC(=O)OC23CCCCC3)cs1 (stereo not given)	9	0	-12	2	1	-1	3	3	1	-2
41	CCCCN(Cc1cccs1)S(=O)(=O)c1ccc(-c2ccc(=O)[nH]n2)s1	-10	2	3	2	-6	-23	5	0	0	-12
42	O=C(c1ccc2ccccc2c1)N1CCc2ccccc21	-5	10	-14	-1	4	-14	4	0	-4	3
43	Cn1c(SCC(=O)c2ccccc2)nnc1-c1ccc(O)cc1	5	12	-8	-1	2	0	5	-9	-6	-1
44	O=C(COC(=O)CNC(=O)C1CCCCC1)Nc1cccc(F)c1	1	0	-4	6	-4	2	0	-4	-5	4
45	Cn1ccc2c(-c3ccc(C(N)=O)cc3)cc3c(c21)C1CCC3O1 (stereo not given)	-1	-2	-4	6	2	.	2	-3	-1	-3
46	COc1ccc(-c2cc(C(=O)NCCCN3CCOCC3)on2)cc1OC	3	-4	9	-2	7	0	-8	2	2	-9
47	CC(=O)NCCC(=O)Nc1ncc(S(=O)(=O)c2ccc([N+](=O)[O-])cc2)s1	-5	-6	-7	4	2	-4	3	1	-5	1
48	O=[N+]([O-])c1cccc(C2=NCCC(c3ccccc3)O2)c1 (stereo not given)	7	7	4	-5	0	-19	10	0	-6	-4
49	CCN(CCS(=O)(=O)c1ccc(Cl)cc1)C(=O)Nc1ccccc1	6	-5	0	2	-3	.	-6	-4	1	-8
50	CN(C)C(=O)c1c(NC(=O)c2ccco2)sc2c1CCCCC2	3	6	6	-1	8	3	0	-2	-6	-2
51	Cc1cc(C)c(S(=O)(=O)N2CCCOC2CNC(=O)C(=O)NCc2ccccn2)c(C)c1 (stereo not given)	0	-6	-4	3	5	10	-8	2	2	3
52	COc1ccc(CN(C)C(=O)c2cc(-c3ccccc3)nc3ccc(C)cc23)c(OC)c1OC	-5	7	1	-2	-2	-19	-6	8	3	-8
53	O=C(CSC1CC(=O)N(CCc2ccccc2)C1=O)Nc1cccc(Cl)c1 (stereo not given)	-27	10	2	54*	8	-12	3	-2	1	-7
54	CCCCCOc1ccc(/C=N/NC(=O)CSc2nnc(-c3ccc(OC)cc3)n2-c2ccc(C)cc2)cc1	0	.	-8	-2	0	.	8	-1	-2	10
55	Nc1nc(-c2ccccc2)c(-c2ccccc2)s1	3	7	1	0	3	0	0	0	-4	2
56	Cc1nnc(SCC(=O)NC2CCCCC2)n1C1CCCCC1	2	-5	-4	0	0	6	-5	4	1	-3
57	Cc1nnc(SC(C)C(=O)NC2CCCc3ccccc32)n1-c1ccccc1 (stereo not given)	-3	-6	-4	1	4	4	-4	-4	0	0
58	O=C(O)CCS(=O)(=O)c1cc(Br)cc2c1N(C(=O)C1CC1)CC2	7	2	-7	-8	-2	2	2	2	1	-4
59	Cc1ccccc1C(=O)Nc1ccc(S(=O)(=O)N2CCN(C)CC2)cc1	-4	-6	-2	-3	19*	2	1	4	-4	-7
60	CCCCCCC12C(=Cc3cc4c(cc31)OCCO4)c1cc(OC)c(OC)cc1C(CC(=O)NCc1ccccc1)N2C(=O)OC (stereo not given)	-6	2	2	1	-4	.	7	6	2	5

# Carrying on.
no.	Structure	ABHD4 inh	TCR CD3 inh	TDP2 absorb	PRMT1 inh	SIAE primary	HTRA1 inhibitor	rCAG binder	LEDGF integ inh	MBD2 DNA inh	NPR2 activator
61	COc1ccccc1N1CCN(C(=O)c2ccccc2SCC(=O)N2CCCC2)CC1	1	0	-9	3	-1	-6	-4	3	-4	0
62	O=C1C(=Cc2ccco2)CCC1=Cc1ccco1	31*	45*	11	53*	12	34	66*	91*	103*	4
63	N#CCCCCN1c2cccc3cccc(c23)S1(=O)=O	-7	-3	-1	3	-1	-2	-2	1	2	-13
64	CCOC(=O)c1c(S(=O)(=O)N2CCCC2)c(C)n(C)c1C	-1	8	5	22*	2	-5	2	-1	-2	1
65	O=C(OCN1C(=O)c2ccccc2C1=O)c1ccco1	-4	-3	-1	2	-2	3	2	-1	-3	1
66	COc1ccc(Br)cc1[C@H]1[C@H]2C=CC[C@@H](C)[C@@H]2C(=O)N1Cc1ccccc1	1	2	3	0	-7	-6	2	1	3	-11
67	Clc1cccc(CSc2nnc(-c3ccccn3)n2Cc2ccco2)c1	-12	-2	1	-1	4	-24	-11	-1	3	-13
68	CC12CCC(C(=O)NCCc3ccccc3)(OC1=O)C2(C)C (stereo not given)	0	5	-1	1	-4	2	-1	-2	2	0
69	Cc1cc(N2CCCC2)nc2c(C)cccc12	4	1	11	-5	7	-37	2	0	-2	-6
70	Cc1nn(C)cc1C1C(C#N)=C(N)N(c2cccnc2)C2=C1C(=O)CCC2 (stereo not given)	-2	5	18	19	6	0	-7	2	-1	0
71	CN1C(=O)/C(=C/c2ccc(OCc3ccc(F)cc3)cc2)NC1=S	-3	3	3	2	-4	-10	2	0	3	-4

# Looked up by compound from the entries so far:
no.	Structure	ABHD4 inh	TCR CD3 inh	TDP2 absorb	PRMT1 inh	SIAE primary	HTRA1 inhibitor	rCAG binder	LEDGF integ inh	MBD2 DNA inh	NPR2 activator
61	COc1ccccc1N1CCN(C(=O)c2ccccc2SCC(=O)N2CCCC2)CC1	1	0	-9	3	-1	-6	-4	3	-4	0
70	Cc1nn(C)cc1C1C(C#N)=C(N)N(c2cccnc2)C2=C1C(=O)CCC2 (stereo not given)	-2	5	18	19	6	0	-7	2	-1	0

# This is a subset (hit frequency here may not be typical).
